HepG2 viability – qHTS for Inhibitors of TGF-b: Cytotox Counterscreen. Potency, µM (series often up to 46.1 µM), without a hit: at the highest dose activity change, negative = cytotoxicity, hits mostly cytotoxic. 410,000 tested, 0.76% active. HepG2 CAGA-GFP viability, ATP luminescence, 18 h; note: potency is the fitted concentration of half-maximal effect; some results filed as inactive show a strong effect at the top dose
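CellTiter-Glo luminescence gave cytotoxicity after 18 hours at 37 degrees C. The cells were HepG2 CAGA-GFP in 1% FBS DMEM, stimulated with 500 pg/mL TGF-beta after compound addition. %Activity was normalised to no-cell wells (complete cell-killing) and DMSO (no toxicity), and curves were fitted and classified.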
Akt phos inh – HTS Assay for Inhibitors of Akt Phophorylation: Primary Screen. Neuro2A IGF-stimulated pAkt S473 HTRF, 20 min; active compounds read low. activity change, % for hits at 50 µM. 360,000 tested, 0.32% active; in the data active = activity change below about -80%; inconclusive = mostly about -51% to -80%; note: % is set by controls: 0 for no effect and ±100 for the full control effect
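Neuro2A cells in DMEM with 0.5% FBS, overnight at 37 deg C, given compound at single 50 µM final, then IGF (6 nM final) for 20 min at 37 deg C. Lysed; phospho-Akt Ser473 by HTRF after 24 h, 665/615 ratio.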
Nrf2 block – Nrf2 qHTS screen for inhibitors. A549 ARE-Fluc reporter, luciferase luminescence, 18-24 h. Potency, µM (doses to about 46 µM), for the others: top-dose activity change, negative = inhibition, hits mostly inhibitors. 360,000 tested, 2.1% active; note: potency is the fitted concentration of half-maximal effect; % is set by controls: 0 for no effect and ±100 for the full control effect; nearly all actives have a fitted effect of over 60% in size
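Cells were seeded and rested 2 h, then exposed to compounds for 18-24 h. CellTiter-Fluor was read first as a viability measure. BugLite was added 15 min before the final luminescent read of ARE-luciferase activity in A549 cells.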
A549 viability – Nrf2 qHTS screen for inhibitors: counterscreen for cytotoxicity; Potency, µM (top dose mostly 46 µM), for the others: at the highest dose activity change, negative = cytotoxicity, most hits filed as inhibitors; AID 504648, 2011; A549 ARE-Fluc cells, CellTiter-Fluor viability, 18-24 h; 390,000 tested, 0.16% active; note: potency is the fitted concentration of half-maximal effect; % is set by controls: 0 for no effect and ±100 for the full control effect
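A549 ARE_Fluc cells in 5% FBS OPTI-MEM were exposed to compounds in concentration-response for 18-24 h at 37 deg C. Viability was read by CellTiter-Fluor fluorescence (Ex 405/Em 525) after 30 min, before the luciferase read.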
TGFb SMAD3 inh – qHTS for Inhibitors of TGF-b; AID 588855, 2011; 410,000 tested, 1.2% active; HepG2 CAGA-GFP TGF-b/SMAD3 reporter, GFP fluorescence, 18 h; TGF-beta stimulated, 500 pg/mL final; Potency, µM (top dose mostly 46.1 µM), for inactives: top-dose activity, negative = inhibition, actives largely listed as inhibitors; note: potency is the fitted concentration of half-maximal effect; % is set by controls: 0 for no effect and ±100 for the full control effect; nearly all actives have a fitted effect of over 65% in size
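Per well, imaged GFP fluorescence of HEPG2 CAGA-GFP cells gives the signal; cells get compound, then TGF-beta (500 pg/mL final), 18 h at 37 degrees C; %Activity versus -TGF-beta and +DMSO controls.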
MmCpn inh – Inhibitors of TCP-1 ring complex (TRiC) of Methanococcus maripaludis (MmCpn): qHTS | 330,000 tested, 0.031% active | AID 504842, 2011 | Potency, µM (top dose mostly 76.9 µM), without a hit: at the highest dose activity, negative = inhibition, usual class: inhibitors | purified Mm-Cpn ATPase, ADP Transcreener TR-FRET; note: potency is the fitted concentration of half-maximal effect; % is set by controls: 0 for no effect and ±100 for the full control effect; nearly all actives have a fitted effect of over 80% in size
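TR-FRET (320 nm excitation; 590 and 665 nm emission) reports ADP made from 10 uM ATP by 25 nM enzyme; compounds were preincubated 10 min, reaction run 30 min, both at 37°C.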
Nrf2 activator – qHTS of Nrf2 Activators. AREc32 ARE-luciferase reporter (MCF7-derived line), luminescence, 24 h. Potency, µM (top dose mostly 46.1 µM), for inactives: top-dose activation, hits mostly activators. 410,000 tested, 0.31% active; note: potency is the fitted concentration of half-maximal effect; % of control where 0% means no effect; nearly all actives have a fitted effect of over 65% in size
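AREc32_Fluc, 1000 cells/well, OPTI-MEM + 5% FBS, o/n 37 deg C 5% CO2; 23 nL cpd by pin tool, 24 hr; Steady-Glo 30 min RT, luminescence.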
CCT chaperon mod – High-Throughput Screening for Modulators of Cytosolic Chaperonin Activity. purified chaperonin ATPase assay, HTRF ADP detection, 30 min. activity change, % (no concentration beside the values), hits read low. 360,000 tested, 0.3% active; in the data active = activity change below about -30%; note: % is set by controls: 0 for no effect and ±100 for the full control effect
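ATPase activity: ADP formed was measured by HTRF Transcreener (665/615 nm ratio) after 30 min at 37 deg C with 10 uM ATP. Compounds screened at one 76 uM concentration against 40 or 20 nM TRiC in Tris pH 7.4/KCl/MgCl2/DTT buffer.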
Abeta yeast res – qHTS for compounds that reverse cellular toxicity of Amyloid beta (A-beta) peptide in yeast: Primary Screen; yeast expressing A-beta42, growth rescue, OD600, 48 h; response scale: 0% DMSO, 100% iron-clioquinol control; Potency, µM (doses to about 46.1 µM), without a hit: at the highest dose growth rescue, most hits filed as activators; 410,000 tested, 0.063% active; AID 1347071, 2019; note: potency is the fitted concentration of half-maximal effect; nearly all actives have a fitted effect of over 55% in size
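Yeast growth medium received pinned compounds, then yeast cells expressing toxic A-beta were added; plates incubated at 30 C for 48 hr. Growth read as absorbance at 600 nm, normalized to DMSO and equimolar FeCl3 plus clioquinol controls.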
Numbers without * were called inactive; i = inactive; ? = inconclusive; nt = not tested or not shown; [ ] = remark or other dose. Unless noted, calls come from the whole dose curve; as a rule, active = well fitted curve in the direction sought with a large enough effect; inconclusive = small, poorly fitted or top-dose-only effect, or another doubt; inactive = no such curve, though single readings can be large; an effect the other way counts as inactive or inconclusive.

SMILES	Nrf2 activator	HepG2 viability	Abeta yeast res	Nrf2 block	MmCpn inh	A549 viability	Akt phos inh	CCT chaperon mod	TGFb SMAD3 inh
Cc1ccc(NC(=O)CN(C)c2ccc(S(=O)(=O)N3CCCC3)cn2)cc1	1.6%	-2%	-6%	?	0%	4%	i	2.8	10%
Cc1ccc(Cl)cc1NC(=O)C1CC(=O)Nc2ncnn21 (stereo not given)	0.0%	-1%	-4%	-8%	-17%	2%	i	1.1	9%
COc1ccc(OC)c(C(=O)COC(=O)COc2ccccc2)c1	?	-2%	0%	-8%	-2%	-1%	i	-0.3	?
Cc1cccc(NC(=O)N2CCCCCC2)c1C	-1.2%	6%	13%	9%	-5%	-2%	i	-1.1	44%[activator]
CCOC(=O)c1nnn(-c2nonc2N)c1CNc1ccccc1	0.0%	-5%	-12%	1%	1%	-1%	i	-1.7	1%
Cn1c(=O)c2sccc2n2c(CCCC(=O)N3CCCCC3)nnc12	-0.9%	-3%	-13%	-3%	1%	-2%	nt	-3.2	-1%
O=C(Cc1ccccc1)NCCc1ccc(Cl)cc1Cl	-0.6%	7%	7%	6%	-2%	-1%	i	-1.6	-2%
CCSc1nnc(-c2cc(Br)ccc2N=Cc2c(C)[nH]n(-c3ccccc3)c2=O)c(=O)[nH]1	0.2%	-14%	-4%	-1%	0%	-1%	i	-0.4	8%
COc1ccccc1OCC(=O)N/N=C1\CCc2ccccc21	3.5%	-30%	5%	25%	2%	5%	i	-34*	8%
O=C1NC(O)(c2ccccc2)Oc2ccccc21 (stereo not given)	1.7%	0%	-12%	?	nt	-1%	nt	nt	0%
CCCC(=O)Nc1ccc(C(N)=O)cc1	0.4%	-36%	-5%	-19%	-4%	2%	i	1.7	0%
O=C(NCc1ccc(F)cc1)c1ccc(CNc2c(N3CCOCC3)c(=O)c2=O)cc1	-0.5%	6%	-4%	0%	0%	-6%	i	-0.7	4%
COc1cccc(N2CC(C(=O)Nc3nnc(SCC(=O)NCC4CCCO4)s3)CC2=O)c1 (stereo not given)	-0.6%	9%	-13%	19%	1%	1%	i	-1.5	?
CCOC(=O)c1c(C)c(C(=O)NCc2ccc(Cl)cc2)c(C)n1CC	-1.2%	3%	-35%	-5%	nt	-1%	nt	nt	13%
CCC(C)[C@H](NC(=O)c1cc2cc(Cl)ccc2n1C)C(=O)N1CCC(C(=O)O)CC1 (stereo not given in full)	-0.7%	10%	-1%	-26%	-4%	-6%	i	-0.8	14%
C#CC(=O)N(c1cccc(OC)c1)C(C(=O)NC1CCCC1)c1cccs1 (stereo not given)	-1.7%	8.9µM*	3%	16µM*	-3%	-15%	i	-3.8	22µM*
CSCC[C@@H](C(=O)NCc1cccs1)N1Cc2ccccc2C1=O	0.0%	-3%	2%	10%	-1%	2%	i	-2.5	-6%
Nn1c(SCC(=O)Nc2ccc(N3CCOCC3)cc2)nnc1-c1ccccc1F	3.4%	2%	2%	5%	0%	15%	i	-1.3	1%
O=C(CN1C2=NCCN2c2ccccc21)c1ccc(Br)s1	4.5%	-44%	7%	0%	-7%	-3%	i	-0.3	-25%
CC1OC(Oc2ccc3ccc(=O)oc3c2-c2c(O)ccc3cc(Oc4ccc5ccc(=O)oc5c4)c(=O)oc23)C(O)C(O)C1O (stereo not given)	-0.3%	-27%	4%	-2%	0%	-11%	i	0.8	-13%
COc1cccc(C(=O)NC(=S)Nc2ccc(N3CCCC3)cc2)c1	5.9%	-4%	-2%	nt	1%	-5%	i	-2.2	1%
Cc1ccc(NC(=O)CCn2cccc2)cc1F	2.1%	-15%	6%	?	-1%	7%	i	-1.6	-13%
CCS(=O)(=O)N1CCN(C(=O)COc2ccc(-c3ccccc3)cc2)CC1	-0.3%	-30%	?	-22%	0%	-1%	i	0.4	-14%
Cc1c(C(=O)N2CCOCC2)sc(NC(=O)c2ccccc2F)c1C#N	2.9%	6%	-2%	-20%	-1%	-2%	i	-2.3	3%

Ordered by length of the SMILES (largest number first): part of the list above
SMILES	Nrf2 activator	HepG2 viability	Abeta yeast res	Nrf2 block	MmCpn inh	A549 viability	Akt phos inh	CCT chaperon mod	TGFb SMAD3 inh
CC1OC(Oc2ccc3ccc(=O)oc3c2-c2c(O)ccc3cc(Oc4ccc5ccc(=O)oc5c4)c(=O)oc23)C(O)C(O)C1O (stereo not given)	-0.3%	-27%	4%	-2%	0%	-11%	i	0.8	-13%
CCSc1nnc(-c2cc(Br)ccc2N=Cc2c(C)[nH]n(-c3ccccc3)c2=O)c(=O)[nH]1	0.2%	-14%	-4%	-1%	0%	-1%	i	-0.4	8%
COc1cccc(N2CC(C(=O)Nc3nnc(SCC(=O)NCC4CCCO4)s3)CC2=O)c1 (stereo not given)	-0.6%	9%	-13%	19%	1%	1%	i	-1.5	?
COc1ccccc1OCC(=O)N/N=C1\CCc2ccccc21	3.5%	-30%	5%	25%	2%	5%	i	-34*	8%
O=C1NC(O)(c2ccccc2)Oc2ccccc21 (stereo not given)	1.7%	0%	-12%	?	nt	-1%	nt	nt	0%

The list goes on.
SMILES	Nrf2 activator	HepG2 viability	Abeta yeast res	Nrf2 block	MmCpn inh	A549 viability	Akt phos inh	CCT chaperon mod	TGFb SMAD3 inh
O=C(NCCS(=O)(=O)N1CCN(c2ccccc2)CC1)c1ccc2c(c1)OCO2	-0.1%	4%	-5%	-3%	-20%	-2%	i	-0.5	2%
Cc1ccc(C2CCN(C(=O)c3cnn(-c4ccc(C)cc4)c3C3CCN(C(=O)OC(C)(C)C)CC3)C2)cc1 (stereo not given)	-0.3%	1%	6%	29%	nt	-2%	nt	nt	4%
Cc1ccc(-c2noc(CSc3nnc(-c4ccncc4)n3-c3ccc(F)cc3)n2)cc1	-0.9%	-25%	11%	?	1%	-24%	i	-0.1	6%
O=C(Cn1cc2c(n1)CCCC2)NCCc1ccccc1	-0.3%	2%	-9%	12%	2%	0%	i	-0.6	5%
COc1ccc(NC2CCCN(C(=O)CCCN3CCCCC3=O)C2)cc1 (stereo not given)	0.0%	3%	-3%	-1%	-4%	0%	i	0.5	9%
Cc1cccc(C(=O)N2CCc3cc(CNC(=O)Cc4ccc(F)cc4)ccc32)c1	-4.9%	-77%	-3%	nt	nt	-20%	nt	nt	?
CC1(C)OC(=O)C(C(c2ccccc2)C(C#N)C(N)=O)=C(O)O1 (stereo not given)	-0.1%	-4%	5%	1%	2%	nt	i	-0.2	-17%
CCOC(=O)N1CCN(C2=Nc3cccc4cccc2c34)CC1	-0.9%	-20%	1%	-25%	-2%	-11%	i	-5.9	-23%
COc1ccc(-c2cn[nH]c2-c2ccc(O)cc2O)cc1OC	0.7%	0%	-3%	5%	2%	2%	i	-3.9	14%
CC(CCc1ccccc1)NC(=O)C1CCN(C(=O)c2sccc2-n2cccc2)CC1 (stereo not given)	-0.4%	-5%	5%	4%	1%	-1%	i	0.7	-16%
COc1ccccc1CN1CCNC(=O)C1CC(=O)NCc1c(C)n[nH]c1C (stereo not given)	0.2%	13%	-2%	5%	4%	6%	i	-3.8	-4%
Cc1cc(=O)oc2cc(OC(C)C(=O)NCC3CCCO3)ccc12 (stereo not given)	-0.9%	-20%	10%	?	-5%	-3%	i	-7.2	12%
COC(=O)c1nc2n(n1)C(c1ccc(OC)c(OC)c1OC)C1=C(CCCC1=O)N2 (stereo not given)	-0.2%	3%	4%	-13%	-7%	0%	i	-0.3	?
CC(C)(C)c1ccc(NC(=O)c2cc[n+]([O-])cc2)cc1	1.9%	-21%	-7%	-5%	-4%	0%	i	-1.6	-27%
OC[C@H]1O[C@@H](n2cnc3c(NCc4ccco4)ncnc32)[C@H](O)[C@@H]1O	?	-65%	-9%	8.2µM*	nt	?	i	0.0	?
O=C(O)c1c[nH]c2ccc(S(=O)(=O)N3CCOCC3)cc12	0.1%	-1%	3%	0%	-1%	-7%	i	-0.6	6%
CCC[C@@H]1C[C@@H](C(=O)N[C@@H](C2O[C@H](SC)[C@H](O)[C@@H](O)[C@H]2O)[C@H](C)Cl)N(C)C1 (stereo not given in full)	0.3%	-4%	0%	-6%	0%	-1%	i	0.0	-7%

Source: PubChem
